L3MBTL1 inh: qHTS Assay for the Inhibitors of L3MBTL1. Lethal(3)malignant brain tumor-like protein 1 (Homo sapiens), Q9Y468. AlphaScreen L3MBTL1–H3K9me1 peptide binding. Potency, µM (series often up to 57.1 µM), for the others: top-dose activity, negative = inhibition, hits mostly inhibitors. hit rate 0.66% among 230,000. AID 485360, 2010; active = well fitted inhibition curve with a large enough effect; inconclusive = small, poorly fitted or top-dose-only effect; inactive = no such curve, though single readings can be large or run the other way; note: nearly all actives have a fitted effect of over 60% in size
Target sequence (Q9Y468 whole entry, looked up): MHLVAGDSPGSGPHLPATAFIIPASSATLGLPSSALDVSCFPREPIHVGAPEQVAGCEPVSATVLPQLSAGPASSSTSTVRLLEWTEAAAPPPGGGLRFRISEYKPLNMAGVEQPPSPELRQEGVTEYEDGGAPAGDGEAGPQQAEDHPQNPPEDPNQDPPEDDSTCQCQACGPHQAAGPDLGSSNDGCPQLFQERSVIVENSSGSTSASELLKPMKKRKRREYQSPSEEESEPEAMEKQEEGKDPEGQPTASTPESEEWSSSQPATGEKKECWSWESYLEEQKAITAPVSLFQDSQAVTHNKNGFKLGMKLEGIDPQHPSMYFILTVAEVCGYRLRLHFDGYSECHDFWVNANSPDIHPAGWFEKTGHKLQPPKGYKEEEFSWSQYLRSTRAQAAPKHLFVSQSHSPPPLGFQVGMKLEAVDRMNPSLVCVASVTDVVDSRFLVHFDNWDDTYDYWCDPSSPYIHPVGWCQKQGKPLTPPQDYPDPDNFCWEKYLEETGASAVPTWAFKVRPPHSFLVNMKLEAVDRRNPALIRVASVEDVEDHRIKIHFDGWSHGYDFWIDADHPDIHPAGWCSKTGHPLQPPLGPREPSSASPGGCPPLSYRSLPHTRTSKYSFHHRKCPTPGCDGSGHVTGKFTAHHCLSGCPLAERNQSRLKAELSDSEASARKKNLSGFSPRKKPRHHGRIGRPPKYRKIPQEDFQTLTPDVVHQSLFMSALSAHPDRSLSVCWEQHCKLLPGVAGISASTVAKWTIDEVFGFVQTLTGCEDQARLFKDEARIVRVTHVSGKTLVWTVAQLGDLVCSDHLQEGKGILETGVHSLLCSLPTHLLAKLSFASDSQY
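Displacement of a biotinylated histone H3(1-15) peptide monomethylated at Lys9 (75 nM) from L3MBTL1 (50 nM) was measured by AlphaScreen after a 30 min room-temperature compound incubation; cefsulodin titration served as intraplate control.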
Starred values were filed as active, the others as inactive; [ ] = another dose, or the depositor's remark. % is set by controls: 0 for no effect and ±100 for the full control effect; potency is the fitted concentration of half-maximal effect. A portion of the library; count on the stated rates, not on these rows.

`CCN1C(=O)[C@H]2[C@@H](c3ccc(C)cc3)N3C(=O)N(c4ccc(C)cc4)C(=O)[C@@]3(Cc3ccc(Cl)cc3)[C@H]2C1=O` gave L3MBTL1 inh 1.6%.
For O=C(CSc1nnnn1-c1ccc(Cl)cc1)NC1CCS(=O)(=O)C1 (configuration not stated) the results were L3MBTL1 inh -3.7%.
For COc1ccc(C(CNC(=O)c2nn(-c3ccccc3)c(=O)c3ccccc23)N2CCOCC2)cc1 (configuration not stated) the results were L3MBTL1 inh 4.6%.
`Cc1ccc2nc(/C(C#N)=C/c3ccccc3C(=O)O)[nH]c2c1` gave L3MBTL1 inh 3.6%.
N#CC1(NC(=O)CN2C(=O)c3ccccc3C2=O)CCCCC1 was read as L3MBTL1 inh -3.9%.
Screening COc1ccccc1-c1noc2ncnc(Nc3ccc4c(c3)OCO4)c12 returned L3MBTL1 inh 5.2%.
`CCN(CC)S(=O)(=O)c1ccc(C(=O)NCC(=O)NC2CC2)cc1` gave L3MBTL1 inh 0.9%.
CC1CCCCN1C(=O)Cn1c(=O)oc2cc(S(=O)(=O)N3CCCC3)ccc21 (configuration not stated) was read as L3MBTL1 inh -26.4%.
For CCOc1ccccc1NC(=O)COc1coc(CN2CCCc3ccccc32)cc1=O the results were L3MBTL1 inh -21.5%.
Screening CCN(C(=O)CSc1nc(C)cc(=O)[nH]1)C1CCCCC1 returned L3MBTL1 inh 6.0%.
COc1ccccc1CNC(=O)CN1c2cccc3cccc(c23)S1(=O)=O was read as L3MBTL1 inh 9.1%.
NC(=O)c1sc2nc(-c3ccccc3)ccc2c1N was read as L3MBTL1 inh 0.5%.
Cc1ccc(S(=O)(=O)NCC(=O)OCCOc2cccc(Cl)c2)cc1 was read as L3MBTL1 inh 7.1%.
For CC1(C)OC(=O)C=C[C@]2(C)[C@H]3CC[C@@]4(C)[C@H](C(=O)O)OC(=O)[C@H]5O[C@]54[C@]3(C)C(=O)C[C@@H]12 the results were L3MBTL1 inh 10.9%.
Screening CC(NC(=O)c1ccccc1Cl)C(=O)N1CCN(Cc2ccc3c(c2)OCO3)CC1 (configuration not stated) returned L3MBTL1 inh -7.0%.
O=C(CCNC(=O)c1ccc(Cl)cc1)NCC(c1ccco1)N1CCCCC1 (configuration not stated) was read as L3MBTL1 inh -3.1%.
Screening O=C1CC(N2CCN(S(=O)(=O)c3ccccc3F)CC2)C(=O)N1c1ccc(F)cc1F (configuration not stated) returned L3MBTL1 inh -11.4%.
O=[N+]([O-])c1cc([N+](=O)[O-])c(Oc2c(F)cccc2F)cc1NN1CCCCC1 was read as L3MBTL1 inh -7.3%.
`C=CCN1C(=O)c2ccc(C(=O)OCC(=O)N3CCN(c4ccccc4)CC3)cc2C1=O` gave L3MBTL1 inh 7.8%.
Screening O=C(c1ccccc1[N+](=O)[O-])N1N=C(c2ccccc2)CC1(O)C(F)(F)F (configuration not stated) returned L3MBTL1 inh 6.1%.

In the list so far, two contain a nitro group on carbon.
O=[N+]([O-])c1cc([N+](=O)[O-])c(Oc2c(F)cccc2F)cc1NN1CCCCC1 was read as L3MBTL1 inh -7.3%.
Screening O=C(c1ccccc1[N+](=O)[O-])N1N=C(c2ccccc2)CC1(O)C(F)(F)F (configuration not stated) returned L3MBTL1 inh 6.1%.

Later entries
`COc1ccc(S(=O)(=O)n2c([N+](=O)[O-])cnc2C)cc1OC` gave L3MBTL1 inh 10.3%.
For O=C(NNS(=O)(=O)c1ccc(F)cc1)c1cc(Cl)ccc1O the results were L3MBTL1 inh -9.6%.
`Cc1ccc(C)c(OCCC(=O)OCC(=O)Nc2ccc(Cl)cn2)c1` gave L3MBTL1 inh -4.3%.
`CCOC(=O)c1c(NC(=O)COC(=O)Cc2c[nH]c3ccccc23)sc(C(=O)N(C)C)c1C` gave L3MBTL1 inh -8.1%.
`Cc1ccc(NC(=O)c2cccs2)cc1NC(=O)c1ccc(F)cc1` gave L3MBTL1 inh 10.6%[2.29 µM].
Screening Cc1ccc(C)c(S(=O)(=O)N2CCN(C(=O)c3cc(-c4cccs4)nn3-c3ccccc3)CC2)c1 returned L3MBTL1 inh -10.6%.
CNC(=O)C1CN(C(=O)c2cccc(S(=O)(=O)N3c4ccccc4CC3C)c2)c2ccccc2O1 (configuration not stated) was read as L3MBTL1 inh -5.0%.
`CC(C)N(C(=O)[C@H]1C[C@H](CC(=O)NCCCn2ccnc2)C(=O)N2CCc3c([nH]c4ccc(Cl)cc34)[C@]12C)C(C)C` gave L3MBTL1 inh -8.1%.
`COc1ccc(C(=O)Nc2ccccc2N2CCCC2)cc1S(=O)(=O)N1CCOCC1` gave L3MBTL1 inh -3.2%.
`COc1ccc2nc(C)cc(N/N=C/c3ccccc3)c2c1` gave L3MBTL1 inh 1.0%.
For COC(=O)c1ccc(COC(=O)CSCC(=O)Nc2ccc(C)cc2C)cc1 the results were L3MBTL1 inh 4.5%.
Screening COc1ccc(S(=O)(=O)N2CCCCC2)cc1NC(=O)CCCNC(=O)c1ccc(Cl)cc1 returned L3MBTL1 inh -0.1%.
For CC(OC(=O)CCc1nc2ccccc2c(=O)[nH]1)C(=O)Nc1cccc(C(F)(F)F)c1 (configuration not stated) the results were L3MBTL1 inh 7.3%.
`O=C(CSc1nnc2ccc(-c3ccccn3)nn12)NCCc1ccccc1` gave L3MBTL1 inh 1.9%.
Screening Cc1ccc(NC(=O)COC(=O)COc2cccc3c2OC(C)(C)C3)cc1S(=O)(=O)N1CCOCC1 returned L3MBTL1 inh -11.4%.
Screening Cc1ccc(S(=O)(=O)NCCC(=O)NCC(c2cccs2)N(C)C)cc1 (configuration not stated) returned L3MBTL1 inh -1.0%.
`CCOC(=O)[C@@H]1[C@H]2COc3ccc(Br)cc3[C@@H]2N2C(=O)N(c3ccc(OC)cc3)C(=O)[C@@]12C` gave L3MBTL1 inh -7.4%.
Screening CN1C(=O)N(CC(=O)Nc2sccc2C(N)=O)C(=O)C12CCCCC2 returned L3MBTL1 inh -0.8%.
`COc1ccccc1-c1nn(Cc2ccccc2)cc1C(=O)NCC(c1ccco1)N1CCCC1` (configuration not stated) gave L3MBTL1 inh -3.2%.
For CC(C)NC(=O)Nc1ccc2c(c1)C(=O)N([C@H](C)CO)C[C@H](C)[C@@H](CN(C)C(=O)Nc1ccc(C(F)(F)F)cc1)O2 the results were L3MBTL1 inh 4.0%.

Structural class, the compounds so far with an NH in an aromatic ring (5)
`Cc1ccc2nc(/C(C#N)=C/c3ccccc3C(=O)O)[nH]c2c1` gave L3MBTL1 inh 3.6%.
Screening CCN(C(=O)CSc1nc(C)cc(=O)[nH]1)C1CCCCC1 returned L3MBTL1 inh 6.0%.
`CCOC(=O)c1c(NC(=O)COC(=O)Cc2c[nH]c3ccccc23)sc(C(=O)N(C)C)c1C` gave L3MBTL1 inh -8.1%.
`CC(C)N(C(=O)[C@H]1C[C@H](CC(=O)NCCCn2ccnc2)C(=O)N2CCc3c([nH]c4ccc(Cl)cc34)[C@]12C)C(C)C` gave L3MBTL1 inh -8.1%.
For CC(OC(=O)CCc1nc2ccccc2c(=O)[nH]1)C(=O)Nc1cccc(C(F)(F)F)c1 (configuration not stated) the results were L3MBTL1 inh 7.3%.

(further entries)
CSCCC(NC(=O)c1ccc([N+](=O)[O-])cc1Cl)C(=O)OCC(=O)N1CCN(C(C)=O)CC1 (configuration not stated) was read as L3MBTL1 inh 0.4%.
`COc1ccc(S(=O)(=O)N2CCN(Cc3cccc(OC)c3)CC2)cc1` gave L3MBTL1 inh -2.7%.
`CCCc1cc(=O)[nH]c(SCC(=O)Nc2cc(S(=O)(=O)N(CC)c3ccccc3)ccc2Cl)n1` gave L3MBTL1 inh -2.1%.
Screening Cc1cccc(C)c1NC(=O)CNC(=O)C(C)N1CCN(c2cccc(Cl)c2)CC1 (configuration not stated) returned L3MBTL1 inh 5.5%.
For CCOC(=O)[C@@H]1[C@H]2COc3ccccc3[C@@H]2N2C(=O)N(c3cccc(Cl)c3)C(=O)[C@]12C the results were L3MBTL1 inh -2.6%.
`O=C(CSc1ncnc2c1cnn2-c1ccccc1)NC1CCS(=O)(=O)C1` (configuration not stated) gave L3MBTL1 inh -3.4%.
Screening CCOC(=O)N1CCN(C(=O)C(CC(C)C)NS(=O)(=O)c2ccc(C)cc2)CC1 (configuration not stated) returned L3MBTL1 inh 5.3%.
Cc1ccc(NC(=O)CCN2C(=O)C3CC=CCC3C2=O)cc1Cl (configuration not stated) was read as L3MBTL1 inh 1.6%.
For COc1ccc2ccc(O)c(CN3CCN(S(=O)(=O)c4cc([N+](=O)[O-])ccc4C)CC3)c2c1 the results were L3MBTL1 inh -3.8%.
COc1ccccc1C(=O)NC(=O)COC(=O)CNC(=O)c1ccc(Cl)cc1Cl was read as L3MBTL1 inh -1.4%.
Screening CCc1noc(C)c1C(=O)N1CCN(S(=O)(=O)c2cccc(C(F)(F)F)c2)CC1 returned L3MBTL1 inh 6.8%.
`CCN(CC(=O)NC1CCS(=O)(=O)C1)S(=O)(=O)c1c(C)c(C)cc(C)c1C` (configuration not stated) gave L3MBTL1 inh 13.3%.
For Cc1sc(NC(=O)c2c(F)cccc2F)nc1-c1ccccc1 the results were L3MBTL1 inh -0.6%.
`Cc1cc(NC(=O)c2ccc(Cl)cc2Cl)no1` gave L3MBTL1 inh 3.6%.
For Cc1cccc(C)c1NC(=O)CN(C)C(=O)c1ccc(NS(=O)(=O)c2ccc3[nH]c(=O)[nH]c3c2)cc1 the results were L3MBTL1 inh 6.6%.
Screening CCOC(=O)C1CCN(C(=O)C(C)Sc2nnc3ccccn23)CC1 (configuration not stated) returned L3MBTL1 inh -6.2%.
For O=C(CNC(=O)c1ccccc1F)OCCCOC(=O)CNC(=O)c1ccccc1F the results were L3MBTL1 inh 6.2%.
Screening COc1ccc(N(CC(=O)N2CCN(Cc3ccccc3)CC2)S(C)(=O)=O)cc1OC returned L3MBTL1 inh 0.8%.
`COc1ccc2cc(-c3cccnc3)ncc2c1` gave L3MBTL1 inh -3.2%.
`COC(=O)c1c(NC(=O)COC(=O)c2ccccn2)sc(C)c1C` gave L3MBTL1 inh -3.4%.

Sorted by molecular weight (lowest first): some entries from above
`COC(=O)c1c(NC(=O)COC(=O)c2ccccn2)sc(C)c1C` gave L3MBTL1 inh -3.4%.
`O=C(CSc1ncnc2c1cnn2-c1ccccc1)NC1CCS(=O)(=O)C1` (configuration not stated) gave L3MBTL1 inh -3.4%.
Screening CCOC(=O)N1CCN(C(=O)C(CC(C)C)NS(=O)(=O)c2ccc(C)cc2)CC1 (configuration not stated) returned L3MBTL1 inh 5.3%.
Screening CCc1noc(C)c1C(=O)N1CCN(S(=O)(=O)c2cccc(C(F)(F)F)c2)CC1 returned L3MBTL1 inh 6.8%.
For O=C(CNC(=O)c1ccccc1F)OCCCOC(=O)CNC(=O)c1ccccc1F the results were L3MBTL1 inh 6.2%.

Next structures follow:
COc1ccc(NC(=O)CNC(=O)C23CC4CC(CC(C4)C2)C3)c(OC)c1 was read as L3MBTL1 inh -13.5%.
`O=C(CCc1nc2ccccc2c(=O)[nH]1)NCC(=O)Nc1ccc(F)c(F)c1` gave L3MBTL1 inh -1.9%.
Screening CC(C)C[C@@H](COc1ccccc1)N1CCN(CCc2ccccc2)CCC1=O returned L3MBTL1 inh -20.5%.
`CN(CCOc1ccccc1)C(=O)c1ccc(Cl)c(S(=O)(=O)N2CCCCC2)c1` gave L3MBTL1 inh -0.7%.
CCOc1cc(N2CCOCC2)c(OCC)cc1NC(=O)c1ccc(OC)c(S(=O)(=O)N2CCOCC2)c1 was read as L3MBTL1 inh -3.2%.
For CNC(=O)c1c(NC(=O)CS(=O)(=O)c2ccc(Cl)cc2)sc(C)c1C the results were L3MBTL1 inh -9.9%.
`COc1ccc(S(=O)(=O)Nc2cccc3c2O[C@H](CN(C)C(=O)Nc2ccc(C(F)(F)F)cc2)[C@@H](C)CN([C@H](C)CO)C3=O)cc1` gave L3MBTL1 inh -3.7%.
Cc1ccc(CNC(=O)CN(C)C2=NS(=O)(=O)c3ccccc32)cc1 was read as L3MBTL1 inh -3.7%.
Cc1cccc(NC(=O)c2ccc3c(c2)CCN3S(C)(=O)=O)c1C was read as L3MBTL1 inh -0.4%.
O=C(COc1cccc(C(F)(F)F)c1)NCC(c1ccco1)N1CCCC1 (configuration not stated) was read as L3MBTL1 inh inconclusive.
`CCOc1ccc(-n2nc3ccc(NC(=O)CC)cc3n2)cc1` gave L3MBTL1 inh 4.9%.
O=C1CC(c2ccccc2)NN1 (configuration not stated) was read as L3MBTL1 inh -16.8%.
O=C(Nc1ccccc1F)C1CCCN1S(=O)(=O)c1ccc(Cl)cc1 (configuration not stated) was read as L3MBTL1 inh 10.3%.
`O=C(OCC(=O)N1CCC(Cc2ccccc2)CC1)c1cc(Br)ccc1O` gave L3MBTL1 inh 3.1%.
Screening Cc1[nH]c2ccc(C(=O)OC(C)C(=O)NC3CCCCC3C)cc2c1C (configuration not stated) returned L3MBTL1 inh -3.8%.
Cc1ccc(C(=O)N/C(=C\c2cccc([N+](=O)[O-])c2)C(=O)Nc2cccc(C(=O)O)c2)cc1 was read as L3MBTL1 inh 4.2%.
For CC(C)NC(=O)c1ccc2c(c1)N(CC(=O)N1CCCC1)C(=O)C(C)(C)O2 the results were L3MBTL1 inh 2.7%.
`Cc1ccc(N(C)S(=O)(=O)c2cccc(C(=O)NCC(c3ccco3)N3CCCC3)c2)cc1` (configuration not stated) gave L3MBTL1 inh -1.5%.
Screening Cc1ccc(F)cc1NC(=O)/C=C/c1ccc(S(=O)(=O)N2CCOCC2)cc1 returned L3MBTL1 inh -4.8%.
`CC(C)Cn1c(SC(C)C(=O)NCC2CCCO2)nc2ccc(Cl)cc2c1=O` (configuration not stated) gave L3MBTL1 inh -1.5%.
CC(=O)N1CCN(S(=O)(=O)c2cccc(C(=O)NCCc3ccc(Cl)cc3)c2)CC1 was read as L3MBTL1 inh -2.3%.
For O=C(CSc1ccc(C(F)(F)F)cc1[N+](=O)[O-])N1CCOCC1 the results were L3MBTL1 inh -3.3%[2.29 µM].

Source: PubChem BioAssay
